KB-V1 MDR tox: qHTS assay for MDR1-selective chemotherapeutics: Primary screen using the drug-selected MDR subline cells KB-V1; KB-V1 MDR cells viability, CellTiter-Glo, 72 h; Potency, µM (top dose mostly 46.1 µM), inactives show at the top dose activity change, negative = cytotoxicity, usual class: cytotoxic; hit rate 3.4% among 400,000; AID 1347076, 2019; also: potency is read from the fitted curve at half-maximal effect; % is scaled to controls: 0 for no effect and ±100 for the full control effect; nearly all actives have a fitted effect of over 60% in size
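Potencies derive from concentration-effect curves fitted to normalized luminescence (CellTiter-Glo) of KB-V1 cells treated for 72 h at 37 degrees C in phenol-red-free DMEM containing 10% FBS.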
D3 antag: qHTS of D3 Dopamine Receptor Antagonist: qHTS | hit rate 2.5% among 360,000 | AID 652054, 2013 | D(3) dopamine receptor (Homo sapiens), P35462 | max response, negative = inhibition, % | D3R cells, DiscoveRx beta-arrestin luminescence, antagonist mode; hits give low values; in the data active = max response below about -50%; inconclusive = no clear call, values can overlap the other calls; also: % is scaled to controls: 0 for no effect and ±100 for the full control effect; mostly tested at two doses, the higher about 12 µM
Target sequence (P35462 whole entry, looked up): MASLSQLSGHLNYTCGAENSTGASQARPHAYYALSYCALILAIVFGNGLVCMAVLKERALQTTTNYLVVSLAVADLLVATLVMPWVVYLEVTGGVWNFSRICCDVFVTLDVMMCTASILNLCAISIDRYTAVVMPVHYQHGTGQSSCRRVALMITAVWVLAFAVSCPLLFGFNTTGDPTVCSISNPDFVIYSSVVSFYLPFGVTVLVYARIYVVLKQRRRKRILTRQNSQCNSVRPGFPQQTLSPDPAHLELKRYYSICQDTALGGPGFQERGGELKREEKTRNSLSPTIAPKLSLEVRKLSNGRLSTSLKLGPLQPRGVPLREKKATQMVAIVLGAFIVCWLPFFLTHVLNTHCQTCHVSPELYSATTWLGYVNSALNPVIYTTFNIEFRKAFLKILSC
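Cells expressing the human receptor were seeded at 1500 cells/well, incubated overnight at 37 degrees C in 5% CO2, then exposed to library compounds with dopamine controls for 90 minutes at 37 degrees C before luminescent detection.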
DRD3 agonist: qHTS of D3 Dopamine Receptor Agonist: qHTS; hit rate 0.58% among 410,000; max activation, %; D3R DiscoveRx beta-arrestin cells, luminescence, 90 min; in the data active = max activation above about 30%; also: 0% is about no effect; mostly tested at two doses, the higher about 12 µM
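Agonist-mode cell screen: cells plated at 1500/well and incubated overnight at 37 °C, then exposed to library compounds for 90 min at 37 °C. Detection reagent was added for 30–60 min at room temperature, and luminescence was read.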
GLP-1R agonist: qHTS of GLP-1 Receptor Agonists; Glucagon-like peptide 1 receptor (Homo sapiens), P43220; HEK293 GLP-1R CRE-luciferase, luminescence, 4-6 h; cells express a hypersensitive GLP-1R form; Potency, µM (titrated, usually from 45.6 µM), without a hit: at the top dose activation, actives largely listed as activators; hit rate 0.007% among 380,000; AID 624172, 2012; also: potency is read from the fitted curve at half-maximal effect; % of control where 0% means no effect
Target sequence (P43220 whole entry, looked up): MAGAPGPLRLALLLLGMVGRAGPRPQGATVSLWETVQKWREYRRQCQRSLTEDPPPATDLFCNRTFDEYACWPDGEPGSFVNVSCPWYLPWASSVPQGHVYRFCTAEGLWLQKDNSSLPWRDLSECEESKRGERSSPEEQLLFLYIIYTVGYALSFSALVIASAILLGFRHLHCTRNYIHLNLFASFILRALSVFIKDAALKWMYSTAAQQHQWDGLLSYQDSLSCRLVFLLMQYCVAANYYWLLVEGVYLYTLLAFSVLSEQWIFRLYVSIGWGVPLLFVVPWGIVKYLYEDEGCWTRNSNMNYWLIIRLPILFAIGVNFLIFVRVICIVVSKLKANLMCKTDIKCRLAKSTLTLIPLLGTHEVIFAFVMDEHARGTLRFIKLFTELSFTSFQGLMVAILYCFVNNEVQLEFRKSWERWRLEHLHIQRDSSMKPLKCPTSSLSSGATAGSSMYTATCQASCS
HEK293 tox: qHTS of GLP-1 Receptor Inverse Agonists: Cytotox Screen. Potency, µM (series often up to 38.3 µM), for the others: at the highest dose activity change, negative = inhibition, most hits filed as inhibitors. hit rate 0.13% among 410,000. AID 624418, 2012. HEK293 cAMP-luciferase reporter cells, luminescence, 24 h;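 also: loss of luciferase light is scored as toxicity; potency is read from the fitted curve at half-maximal effect; % is scaled to controls: 0 for no effect and ±100 for the full control effect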
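Seeding density was 200 cells/uL; after overnight-length (12 h) culture, 23 nL compounds went on for 24 h at 37 °C. Readout used a luciferase detection reagent, luminescence taken after 12 min at room temperature.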
aSyn yeast inh: qHTS of alpha-syn Inhibitors | Yeast expressing alpha-synuclein, growth rescue, BacTiter-Glo, 24 h | Potency, µM (series often up to 46.1 µM), for inactives: at the highest dose growth rescue (activation), hits mostly activators | hit rate 0.14% among 370,000; also: potency is read from the fitted curve at half-maximal effect; % of control where 0% means no effect; nearly all actives have a fitted effect of over 65% in size
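Rescue of yeast growth: cells expressing toxic alpha-synuclein, induced in galactose at OD600 0.02, incubated with compound 24 h at 30 C. ATP luminescence quantified growth; inhibitors of toxicity appear as activators.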
TDP-43 yeast inh: qHTS of TDP-43 Inhibitors | TDP-43 expressing yeast growth rescue, BacTiter-Glo, 24 h | Potency, µM (titrated, usually from 46.1 µM), inactives show at the highest dose growth rescue (activation), actives largely listed as activators | hit rate 1.8% among 410,000; also: potency is read from the fitted curve at half-maximal effect; % of control where 0% means no effect; nearly all actives have a fitted effect of over 50% in size
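Galactose-induced TDP-43 yeast, OD600=0.02, compound pinned; 24 hr, 30 deg C; BacTiter-Glo luminescence for growth. Inhibitors of TDP-43 toxicity read as activators.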
GLP-1R inv ag: qHTS of GLP-1 Receptor Inverse Agonists (Inhibition Mode); Potency, µM (highest dose often 38.3 µM), for the others: at the highest dose activity change, negative = inhibition, actives largely listed as inhibitors; hit rate 1.6% among 410,000; Glucagon-like peptide 1 receptor (Homo sapiens), P43220; HEK293 GLP-1R CRE-luciferase, luminescence, 24 h; GLP-1R form is constitutively active; AID 624417, 2012; also: potency is read from the fitted curve at half-maximal effect; % is scaled to controls: 0 for no effect and ±100 for the full control effect; nearly all actives have a fitted effect of over 55% in size
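Assay principle: reduced luminescence from a cAMP-responsive reporter in HEK293 cells co-expressing a constitutively active GLP-1R. Conditions: 24 hr compound incubation, 37 deg C, 5% CO2.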
PTHR1 agonist: qHTS for PTHR1 Agonists: Primary Screen; Parathyroid hormone/parathyroid hormone-related peptide receptor (Homo sapiens), Q03431; HEK293 GP2 PTHR1 cells, GloSensor cAMP luminescence, 1 h; Potency, µM (top dose mostly 115 µM), for inactives: at the highest dose activation, usual class: activators; hit rate 0.075% among 410,000; also: potency is read from the fitted curve at half-maximal effect; nearly all actives have a fitted effect of over 55% in size; some results filed as inactive show a strong effect at the top dose; inactives centre near -15; many of its hits are not listed in these tables
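HEK-293-derived GP2 cells expressing PTHR1 and a GloSensor cAMP reporter, 3,000/well, plated overnight, given luciferin plus IBMX (each 0.5 mM as added) for 1 h at 37 °C, then compound for 1 h at 37 °C. Luminescence was read after 15 min at room temperature.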
An asterisk follows results filed as active; i = inactive; ? = inconclusive; · = not tested or not shown; [ ] = remark or other dose. Unless noted, calls follow the shape of the dose curve; as a rule, active = well fitted curve in the direction sought with a large enough effect; inconclusive = small, poorly fitted or top-dose-only effect, or another doubt; inactive = no such curve, though single readings can be large; an effect the other way counts as inactive or inconclusive. A portion of the library. The share of hits here may be higher or lower than overall.

SMILES | KB-V1 MDR tox | D3 antag | DRD3 agonist | GLP-1R agonist | HEK293 tox | aSyn yeast inh | TDP-43 yeast inh | GLP-1R inv ag | PTHR1 agonist
Cn1c(CCCOc2ccc(Cl)cc2Cl)n[nH]c1=S | ? | 10 | 0 | 9% | -11%[7.66 µM] | 6% | ? | 7%[7.66 µM] | -8%
COc1ccccc1-n1c(=S)[nH]c2c(sc(=S)n2-c2ccccc2C)c1=O | ? | -78* | 56* | 1% | -1% | 5% | -13% | ? | ?
N#Cc1c(C#N)c(-c2ccccc2)n(-c2ccccc2)c1N | ? | -7 | 10 | 21% | -18% | -2% | 16% | ? | -44%[inhibitor][57.5 µM]
COc1ccc(-n2nnnc2CNC(=O)C(=O)c2c[nH]c3ccccc23)cc1 | ? | ? | -15 | 1% | 4% | 3% | -7% | -28% | i
CCCCn1c(N)c(N(Cc2ccccc2OC)C(=O)COc2cc(C)ccc2Cl)c(=O)[nH]c1=O | 18% | 5 | -5 | -5% | 4% | -5% | 10% | -10% | i
O=C(Nc1cccc(Cl)c1)N1CCC(CN2CCOCC2)CC1 | 12% | · | -10 | · | 0% | · | 9%[9.22 µM] | 0% | -10%
Cc1ccc(CN2CCN(Cc3cccc(-n4cccn4)c3)CC2CCO)cc1 (stereo not drawn) | -5% | -53* | -16 | 18% | 3% | -4% | -11% | ? | i
Cc1ccc(CNc2ccccc2C(=O)O)s1 | ? | 18 | 1 | 11% | 2% | 10% | ? | 26% | -3%
CC(C)n1c(=O)c2ccccc2n1Cc1cn(Cc2ccccc2)nn1 | 0% | 0 | -9 | 7% | 1% | -3% | -2% | 3% | 11%
CCOc1cc(-c2sc(Nc3cc(C)ccc3OC)n[n+]2-c2ccccc2)ccc1OC | 37% | 2 | -43 | -3% | 13% | -1% | 26% | -16% | i
CC(C)NC(=S)N/N=C1\CCCCC1C1CCCCC1 (stereo not drawn) | ? | ? | -5 | 2% | -1% | -17% | 32% | ? | -4%[57.5 µM]
CCCc1ccc(Oc2cc(C)nc(N3CCOCC3)n2)cc1 | -13% | 33 | 0 | 10% | 75%[activator] | -17% | 7% | ? | -15%
O=C(CN1CCN(C/C=C/c2ccccc2)CC1)NCc1ccc(Cl)cc1 | ? | -9 | -9 | -1% | -22% | -2% | -6% | ? | i
O=S(=O)(NCc1ccc2c(c1)OCO2)c1cnc[nH]1 | -23% | 18 | -2 | -2% | 0% | 6% | -6% | 22% | i
CCNC(=O)C1(C)CCCN(C(=O)c2cc(OC)ccc2Br)C1 (stereo not drawn) | 1% | ? | 5 | -1% | 3% | 0% | ? | 13% | -20%
COc1ccccc1NC(=S)NC(=O)c1c(-c2ccccc2Cl)noc1C | -1% | 9 | -2 | 6% | -4% | 3% | 15% | 4µM* | -10%
O/N=C/c1ccc(-c2ccccc2OC(F)(F)F)o1 | ? | -21 | 0 | 17% | 4% | 10% | 0% | 8% | i
COc1ccc(C(=O)Nc2ccc(N3CCN(C)CC3)cc2)cc1[N+](=O)[O-] | -9% | -7 | 1 | 7% | -3% | -3% | 3%[9.22 µM] | 51%[activator] | -20%
Cc1ccc(C(=O)Nc2nc3ccccc3c(=O)s2)cc1 | 10% | 6 | 3 | -2% | 10% | 10% | -10% | 0% | -10%
O=C(CSc1nnnn1C1CCCCC1)N1CCc2ccccc21 | -6% | ? | -31 | 0% | 6% | 26% | -13% | 6% | i
O=C(CC12CC3CC(CC(C3)C1)C2)NCC(c1ccc(F)cc1)N1CCOCC1 (stereo not drawn) | -22% | -27 | -6 | 2% | -3% | 3% | -3%[9.22 µM] | ? | i
O=Cc1cccn1-c1cccnc1 | ? | -4 | 1 | -4% | 2% | -2% | 2% | 11% | -16%
CCOc1ccccc1/C=C/c1nc2ccccc2[nH]c1=O | -17% | -23 | 3 | 1% | 62%[activator] | 2% | 11% | -7% | i
CC(C)NC(=O)NC(=O)COC(=O)/C=C/c1ccc2c(c1)OCO2 | 14% | 1 | -1 | 6% | -15% | 0% | -13% | 7% | -8%

An excerpt from above in order of molecular weight, falling.
SMILES | KB-V1 MDR tox | D3 antag | DRD3 agonist | GLP-1R agonist | HEK293 tox | aSyn yeast inh | TDP-43 yeast inh | GLP-1R inv ag | PTHR1 agonist
CCCCn1c(N)c(N(Cc2ccccc2OC)C(=O)COc2cc(C)ccc2Cl)c(=O)[nH]c1=O | 18% | 5 | -5 | -5% | 4% | -5% | 10% | -10% | i
COc1ccccc1-n1c(=S)[nH]c2c(sc(=S)n2-c2ccccc2C)c1=O | ? | -78* | 56* | 1% | -1% | 5% | -13% | ? | ?
COc1ccc(-n2nnnc2CNC(=O)C(=O)c2c[nH]c3ccccc23)cc1 | ? | ? | -15 | 1% | 4% | 3% | -7% | -28% | i
COc1ccc(C(=O)Nc2ccc(N3CCN(C)CC3)cc2)cc1[N+](=O)[O-] | -9% | -7 | 1 | 7% | -3% | -3% | 3%[9.22 µM] | 51%[activator] | -20%
CC(C)n1c(=O)c2ccccc2n1Cc1cn(Cc2ccccc2)nn1 | 0% | 0 | -9 | 7% | 1% | -3% | -2% | 3% | 11%
O=C(Nc1cccc(Cl)c1)N1CCC(CN2CCOCC2)CC1 | 12% | · | -10 | · | 0% | · | 9%[9.22 µM] | 0% | -10%
CCCc1ccc(Oc2cc(C)nc(N3CCOCC3)n2)cc1 | -13% | 33 | 0 | 10% | 75%[activator] | -17% | 7% | ? | -15%
CC(C)NC(=S)N/N=C1\CCCCC1C1CCCCC1 (stereo not drawn) | ? | ? | -5 | 2% | -1% | -17% | 32% | ? | -4%[57.5 µM]
CCOc1ccccc1/C=C/c1nc2ccccc2[nH]c1=O | -17% | -23 | 3 | 1% | 62%[activator] | 2% | 11% | -7% | i
N#Cc1c(C#N)c(-c2ccccc2)n(-c2ccccc2)c1N | ? | -7 | 10 | 21% | -18% | -2% | 16% | ? | -44%[inhibitor][57.5 µM]
O=S(=O)(NCc1ccc2c(c1)OCO2)c1cnc[nH]1 | -23% | 18 | -2 | -2% | 0% | 6% | -6% | 22% | i
O/N=C/c1ccc(-c2ccccc2OC(F)(F)F)o1 | ? | -21 | 0 | 17% | 4% | 10% | 0% | 8% | i

2 compounds from above, reduced to D3 antag and GLP-1R agonist.
Compound	D3 antag	GLP-1R agonist
Cc1ccc(C(=O)Nc2nc3ccccc3c(=O)s2)cc1	6	-2%
O=C(CSc1nnnn1C1CCCCC1)N1CCc2ccccc21	?	0%

From PubChem BioAssay
